TNAP activation fold = stimulation of alkaline phosphatase TNAP activity – biochemical, luminescent, no phosphate acceptor, uHTS, primary screen (AID 1001); purified TNAP, luminescent activation assay, no phosphate acceptor; higher activation fold means a stronger effect; activation fold at 20 µM; hits with a dose series show EC50 in µM; actives 0.03% (n = 200,000); in the data active means activation fold from about 3, or a potency from the dose series; inactive means the rest, 99 in 100 with activation fold below about 1.6; further: many of its hits are not listed in these tables
Myeloid diff MLP = compounds promoting myeloid differentiation | ER-HoxA9 myeloid progenitors, lysozyme-GFP differentiation, flow cytometry | calls only at 10 µM | actives 1% (n = 360,000) | AID 624256;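 active means normalized GFP-positive differentiation at or above the plate's own cutoff, the solvent-only control mean plus 3 SD; inconclusive means no clear call, values can overlap the other calls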;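 further: cells exposed to compound for four days before flow analysis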
WT yeast gro inh = growth inhibition of WT yeast, mitochondrial fusion screen; actives 2.1% (n = 190,000); inhibition, % at 10 µM; mitochondrial fusion phenotypic screen, WT strain; AID 1362; in the data active means inhibition above about 58%; tested in S. cerevisiae
human PMI inhibition = inhibitors of human PMI, primary screen, biochemical, fluorescence intensity, coupled assay (AID 1209). actives 0.42% (n = 190,000). one-dose inhibition, % at 20 µM; IC50 in µM for titrated hits. purified PMI enzyme, coupled fluorescence intensity; higher % means a stronger effect;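 further: plate controls were DMSO vehicle for no effect and wells lacking substrate for full effect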
RSV CPE inhibition = inhibition of RSV-induced cytopathic effect – HEp-2 cells, primary 10 µM value included (AID 2391); HEp-2 cells, RSV-induced CPE inhibition; higher % means a stronger effect; actives 0.13% (n = 310,000); one-dose CPE inhibition, % at 10 µM; IC50 in µM for titrated hits; in the data active means a potency from the dose series; inconclusive means CPE inhibition mostly from about 23% at the one dose, without a potency; inactive means the rest, 99 in 100 with CPE inhibition below about 21%; further: strong numbers were not always called active
XIAP displacement = small molecules displacing peptide from XIAP – biochemical, IAP family, fluorescence polarization (AID 1018); XIAP BIR domain, fluorescence polarization peptide displacement; higher % means a stronger effect; actives 0.007% (n = 200,000); one-dose displacement, % at 20 µM; IC50 in µM for titrated hits; in the data active means displacement above about 50%; further: a part of the inactive calls stands beside numbers as strong as those of hits
SIAH1 antagonists = Siah-1 peptide-binding antagonists, primary screen, biochemical, fluorescence polarization, rhodamine-plectin, uHTS (AID 1817). actives 0.02% (n = 290,000). displacement, % at 20 µM; hits with a dose series show IC50 in µM. Siah-1 / rhodamine-plectin peptide fluorescence polarization; higher % means a stronger effect;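 active means displacement of at least 50% at 20 µM, with a fluorescence ratio check between 0.3 and a set limit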;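 further: plate controls were Siah plus tracer with DMSO for no effect and tracer alone without Siah for full effect; strong numbers were not always called active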
PhoP inhibition = inhibitors of PhoP regulon expression, primary screen, Salmonella Typhimurium, GFP reporter (AID 1863); S. Typhimurium PhoP-regulated promoter GFP reporter, 4 h; higher % means a stronger effect; one-dose inhibition, % at 50 µM; IC50 in µM for titrated hits; actives 0.16% (n = 300,000);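 active means inhibition over 29.93%, a cutoff 3 SD above the screen mean, later confirmed by dose response; inconclusive means inhibition over 29.93% but no dose response follow-up; inactive means inhibition at most 29.93% or unconfirmed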;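 further: 0% = low Mg2+ inducing control and 100% = high Mg2+ repressing control; strong numbers were not always called active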
human PMI inhibitors = MPI inhibition at elevated mannose 6-phosphate – biochemical, fluorescence intensity, high mannose 6-phosphate, primary screen (AID 1220); recombinant PMI enzyme, coupled fluorescence intensity; higher % means a stronger effect; inhibition, % at 20 µM, or IC50 in µM where a hit was titrated; actives 0.66% (n = 190,000)
WT yeast gro inh mutant strain = recorded beside WT yeast gro inh, whose call it bears; inhibition, %; mitochondrial fusion phenotypic screen, mutant strain inhibition
Myeloid diff MLP GFP+ MAC1+ % = second read-out of Myeloid diff MLP, no call of its own (marks repeat the call); GFP+ MAC1+ double positive, %; measured here: differentiation confirmed by MAC1 staining
* = called active by the depositor; i = inactive; ? = inconclusive; · = no result given. Unless noted, no stated cut-off is given here; in the data, active means inhibition above about 50%; inactive means the rest.

Assay codes: A = TNAP activation fold; B = Myeloid diff MLP; C = Myeloid diff MLP GFP+ MAC1+ %; D = WT yeast gro inh; E = WT yeast gro inh mutant strain; F = human PMI inhibition; G = RSV CPE inhibition; H = XIAP displacement; I = SIAH1 antagonists; J = PhoP inhibition; K = human PMI inhibitors
1. CN(C)S(=O)(=O)N(CC(=O)N1CCN(c2ccccc2)CC1)c1ccccc1
  A: 1.1; B: i; C: 0.1; D: -9; E: 2; F: -5%; G: 1.4%; H: -6.8%; I: -1%; J: 0%; K: -6%
2. O=C(c1ccc2c(=O)n(Cc3ccc4c(c3)OCO4)c(=S)[nH]c2c1)N1CCCCC1
  A: 1; B: i; C: 0.4; D: -6; E: -1; F: ·; G: 0.1%; H: -0.6%; I: -1%; J: -14%; K: ·
3. COc1cc(C(=O)Nc2ccc3nc(N4CCN(C)CC4)cc(C)c3c2)cc(OC)c1OC
  A: ·; B: i; C: 0.4; D: ·; E: ·; F: ·; G: 1.6%; H: ·; I: -4%; J: -2%; K: ·
4. Cc1ccc(-n2nc(C)c(C(C)(O)C(F)(F)F)c2N)cc1 (stereo unspecified)
  A: 1; B: i; C: 0.4; D: -6; E: -16; F: 8%; G: 0.4%; H: -0.4%; I: 0%; J: -9%; K: 7%
5. COC(=O)c1csc(S(=O)(=O)N2CCOCC2)c1OC
  A: ·; B: i; C: 0.9; D: ·; E: ·; F: ·; G: 1.3%; H: ·; I: 7%; J: -5%; K: ·
6. CN1CCN(C(=O)c2ccc(Cl)cc2)CC1
  A: ·; B: i; C: 0.0; D: ·; E: ·; F: ·; G: 0.6%; H: ·; I: -1%; J: -5%; K: ·
7. CCOc1ccc(N(CC(=O)NN=C2CCCC2)S(C)(=O)=O)cc1
  A: 1.2; B: i; C: 0.7; D: 7; E: 9; F: 6%; G: 0.6%; H: -2.1%; I: 2%; J: -4%; K: 12%
8. O=C(CN1C(=O)CS/C1=C\c1nc(-c2ccc(Cl)cc2)cs1)Nc1cccnc1Cl
  A: 1; B: i; C: 0.6; D: -8; E: -24; F: 18%; G: -0.5%; H: -7.6%; I: -1%; J: -7%; K: 17%
9. Cc1ccccc1OCC(=O)Nc1cccc(C(=O)O)c1
  A: 1.1; B: i; C: 0.4; D: 12; E: 14; F: -6%; G: ·; H: -1.1%; I: 0%; J: 6%; K: -7%
10. COCCn1c(Cc2ccccc2)nnc1SCC(=O)Nc1cc(C)on1
  A: 1.2; B: i; C: 5.9; D: 5; E: -7; F: 4%; G: 1.1%; H: -3.1%; I: 3%; J: -4%; K: 4%
11. CCC(=O)OCC(=O)c1cc(C)n(-c2ccc(Br)cc2)c1C
  A: 1.2; B: i; C: 0.6; D: 19; E: -5; F: 1%; G: -3.9%; H: -2.2%; I: 0%; J: 5%; K: -2%
12. COc1ccc(CCN2C(=O)CC(NCCc3ccc(S(N)(=O)=O)cc3)C2=O)cc1OC (stereo unspecified)
  A: 1; B: i; C: 1.3; D: -11; E: -29; F: 3%; G: 2.1%; H: -3.2%; I: 2%; J: -2%; K: 3%
13. CCOC(=O)[C@@H]1[C@H]2COc3ccc(Br)cc3[C@H]2N2C(=O)N(c3cccc(F)c3)C(=O)[C@]12C
  A: ·; B: i; C: 1.3; D: ·; E: ·; F: ·; G: 9.1%; H: ·; I: -5%; J: -8%; K: ·
14. COc1ccc(C2(C)NC(=O)N(CC(=O)NC(C)c3ccc(CC(C)C)cc3)C2=O)cc1 (stereo unspecified)
  A: ·; B: i; C: 0.2; D: ·; E: ·; F: ·; G: 21%; H: ·; I: 0%; J: 5%; K: ·
15. CCCc1nnc(NC(=O)Cn2c(=O)oc3cc(Br)ccc32)s1
  A: 1.1; B: i; C: 1.5; D: 9; E: 3; F: -5%; G: 0.4%; H: -5.6%; I: 1%; J: 0%; K: -7%

Next section.
Assay codes: A = TNAP activation fold; B = Myeloid diff MLP; C = Myeloid diff MLP GFP+ MAC1+ %; D = WT yeast gro inh; E = WT yeast gro inh mutant strain; F = human PMI inhibition; G = RSV CPE inhibition; H = XIAP displacement; I = SIAH1 antagonists; J = PhoP inhibition; K = human PMI inhibitors
16. O=C1N/C(=C\c2ccc(O)cc2)C(=O)c2ccccc21
  A: 0.5; B: i; C: 1.0; D: 15; E: -5; F: 14%; G: 0.9%; H: -9.4%; I: -1%; J: 1%; K: 41%
17. CCC(CC)C(=O)NCc1ccccc1OC
  A: 1.2; B: i; C: 4.4; D: 10; E: -1; F: -2%; G: 0.2%; H: 0.1%; I: 8%; J: 7%; K: 1%
18. COc1ccc(C(=O)/C(=C/c2cccs2)c2nc3ccccc3o2)cc1
  A: 1.1; B: i; C: 2.0; D: -14; E: 95; F: 14%; G: ?; H: -1.8%; I: -6%; J: -10%; K: 10%
19. COc1ccccc1/C=N/NC(=O)CN(C1=NS(=O)(=O)c2ccccc21)c1ccccc1
  A: 0.9; B: i; C: 1.5; D: -1; E: 14; F: -1%; G: 1.6%; H: -7.2%; I: -8%; J: -18%; K: -5%
20. CN1c2ccsc2C(O)=C(C(=O)Nc2ccccc2)S1(=O)=O
  A: 1.1; B: i; C: 1.1; D: -1; E: 0; F: 4%; G: 1.7%; H: -5.1%; I: 3%; J: -9%; K: 1%
21. CCCC(=O)Nc1c(C(=O)OCC)oc2ccccc12
  A: 0.9; B: i; C: 0.3; D: 3; E: 8; F: -4%; G: 3.8%; H: -2.7%; I: -1%; J: -2%; K: -3%
22. CCN(CC)S(=O)(=O)c1cccc(C(=O)NC(C(=O)Nc2nnc(C)s2)C(C)C)c1 (stereo unspecified)
  A: 1.1; B: i; C: 0.7; D: 15; E: 12; F: 1%; G: 2.3%; H: -2.6%; I: 4%; J: -4%; K: 8%
23. O=[N+]([O-])c1cccnc1N1CCN(c2ccccc2F)CC1
  A: 1; B: i; C: 0.4; D: -23; E: -9; F: 6%; G: -1.3%; H: -7.2%; I: 10%; J: -1%; K: 6%
24. COc1cccc(CNS(=O)(=O)c2csc(C(N)=O)c2)c1
  A: ·; B: i; C: 0.6; D: ·; E: ·; F: ·; G: 0.1%; H: ·; I: 0%; J: 4%; K: ·
25. CNc1nc(N)nc(-c2cc(Cl)ccc2OC)n1
  A: 1.1; B: i; C: 0.4; D: -7; E: 5; F: 1%; G: 0.3%; H: -4.9%; I: -5%; J: -4%; K: -2%
26. COc1cccc(CN2CCN(C(=O)c3ccc(-c4ccccc4)cc3)CC2)c1OC
  A: 1; B: i; C: 1.1; D: 24; E: 17; F: 13%; G: 2.6%; H: -2.7%; I: 2%; J: 2%; K: 10%
27. C=CCCC(=O)Nc1ccc(Br)cn1
  A: 1; B: ?; C: ·; D: -5; E: -8; F: 7%; G: 3.1%; H: -2.6%; I: 2%; J: 12%; K: 5%
28. C=CCn1c(=O)/c(=C/c2ccc(F)cc2)s/c1=C(\C#N)c1nnc2n1CCCCC2
  A: 1.1; B: i; C: 1.8; D: -2; E: 8; F: 4%; G: 2.9%; H: -9.5%; I: -1%; J: 1%; K: 0%
29. O=C(c1ccccc1F)N1CCN=C1SCc1cccnc1
  A: 1.1; B: i; C: 2.0; D: 2; E: 3; F: -4%; G: -0.7%; H: -3.3%; I: -3%; J: 5%; K: -8%
30. COc1ccccc1OCC(=O)Nc1ccc(S(=O)(=O)N2CCCCCC2)cc1
  A: 1.1; B: i; C: 0.7; D: 13; E: 8; F: 9%; G: 4.8%; H: -0.9%; I: -8%; J: -10%; K: 5%

Remaining list, next part:
Assay codes: A = TNAP activation fold; B = Myeloid diff MLP; C = Myeloid diff MLP GFP+ MAC1+ %; D = WT yeast gro inh; E = WT yeast gro inh mutant strain; F = human PMI inhibition; G = RSV CPE inhibition; H = XIAP displacement; I = SIAH1 antagonists; J = PhoP inhibition; K = human PMI inhibitors
31. Cc1[nH]c2ccccc2c1/C=N/NC(=O)c1cccs1
  A: 1; B: i; C: 0.2; D: -7; E: -12; F: -2%; G: 18%; H: -5.2%; I: -9%; J: -9%; K: 20%
32. CCOC(=O)C1CCN(Cc2ccc(Cl)c(Cl)c2)CC1
  A: 1.1; B: i; C: 1.5; D: -10; E: 16; F: 19%; G: 3.1%; H: -0.6%; I: 1%; J: 3%; K: 9%
33. COc1ccc(C(=O)OC2CCCCC2CN(C)C)cc1 (stereo unspecified)
  A: ·; B: i; C: 1.1; D: ·; E: ·; F: ·; G: -0.9%; H: ·; I: -3%; J: 10%; K: ·
34. Cc1ccc(S(=O)(=O)N2CCOCC2)cc1C(=O)NCc1ccco1
  A: 1.2; B: i; C: 1.6; D: 14; E: 27; F: 4%; G: 1.2%; H: -6.2%; I: -1%; J: -9%; K: 6%
35. CCCCc1cc(=O)oc2cc(OCc3nn[nH]n3)ccc12
  A: ·; B: i; C: 0.9; D: ·; E: ·; F: ·; G: 1.8%; H: ·; I: -3%; J: -3%; K: ·
36. CC(=O)c1cccc(S(=O)(=O)N(C)C2CCN(C)CC2)c1
  A: 1.1; B: i; C: 0.5; D: -3; E: -5; F: -13%; G: 0.4%; H: -6.8%; I: -2%; J: 7%; K: -2%
37. O=C(COCc1cc(-c2ccc3c(c2)OCO3)on1)N1CCN(c2cccc(Cl)c2)CC1
  A: ·; B: i; C: 1.3; D: ·; E: ·; F: ·; G: -1.2%; H: ·; I: -2%; J: 2%; K: ·
38. COC(=O)N/N=C/c1ccc(Oc2ccccc2)cc1
  A: 1.1; B: i; C: 0.6; D: 25; E: -8; F: 11%; G: 3.1%; H: -8.5%; I: 3%; J: 2%; K: 12%
39. COc1ccc(S(=O)(=O)N2CCCC2)cc1NC(=O)c1ccccc1
  A: ·; B: i; C: 0.4; D: ·; E: ·; F: ·; G: 1.2%; H: ·; I: -2%; J: 8%; K: ·
40. Cc1ccccc1C(=O)N/N=C/c1ccc(OCC(=O)N2CCCCC2)cc1
  A: 1.1; B: i; C: 0.9; D: -8; E: 15; F: 7%; G: 1.3%; H: -1.0%; I: -2%; J: -7%; K: 14%
41. O=c1[nH]c2cc(Cl)c([N+](=O)[O-])nc2[nH]1
  A: 1; B: i; C: 0.5; D: 10; E: 10; F: 16%; G: 5.9%; H: -2.7%; I: 9%; J: -1%; K: 19%
42. O=C(CSc1n[nH]c(-c2ccc(Cl)cc2Cl)n1)Nc1ccccn1
  A: 0.1; B: i; C: 0.7; D: -20; E: 21; F: -1%; G: -0.9%; H: -6.3%; I: -1%; J: 0%; K: -4%
43. CC1Oc2ccccc2N(CC(=O)Nc2ccc3c(c2)OCCO3)C1=O (stereo unspecified)
  A: 1.1; B: i; C: 2.6; D: 15; E: 15; F: -3%; G: 0.0%; H: 5.8%; I: 5%; J: 3%; K: -4%
44. Fc1ccccc1CNC(=S)NCc1ccc(Cl)cc1
  A: ·; B: i; C: 1.4; D: ·; E: ·; F: ·; G: 5.9%; H: ·; I: 0%; J: -3%; K: ·
45. S=C(NCCCN1CCOCC1)Nc1ccc(N2CCOCC2)cc1
  A: 1.1; B: i; C: 0.3; D: -16; E: -17; F: -5%; G: 3.0%; H: -5.3%; I: 2%; J: -1%; K: -6%

Screening results as filed in PubChem.
